Screens from PubChem BioAssay.
NFkB SMM: binders of NF-kB p50 subunit, primary screen, biochemical, small molecule microarray, anti-His fluorescence. 17,000 tested, 1.3% active. anti-His fluorescence binding. calls only;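 active means spot fluorescence over background significantly raised, with a chance value under 7% in all four replicate spots of the compound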;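 further: probe protein is his-tagged human p50 processed subunit at 1 µg/ml; raw spot fluorescence signals with no normalization applied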
Target sequence (P19838 1-433 limits assumed): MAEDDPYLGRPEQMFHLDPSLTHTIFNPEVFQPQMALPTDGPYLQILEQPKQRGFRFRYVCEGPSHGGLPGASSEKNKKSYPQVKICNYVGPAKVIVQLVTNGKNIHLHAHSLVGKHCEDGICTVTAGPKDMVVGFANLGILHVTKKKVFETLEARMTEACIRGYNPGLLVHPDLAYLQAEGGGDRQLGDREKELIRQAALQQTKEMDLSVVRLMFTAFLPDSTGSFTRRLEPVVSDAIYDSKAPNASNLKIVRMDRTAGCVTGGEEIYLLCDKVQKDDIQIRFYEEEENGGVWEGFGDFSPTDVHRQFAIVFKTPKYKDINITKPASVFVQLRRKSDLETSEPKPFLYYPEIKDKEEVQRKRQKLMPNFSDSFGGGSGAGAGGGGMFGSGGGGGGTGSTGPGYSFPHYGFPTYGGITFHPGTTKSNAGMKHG
Calls only; i = inactive.

SMILES | NFkB SMM
C=C(C)C(O)Cc1c(OC)cc2oc(=O)ccc2c1OC (configuration not stated) | i
C[C@@H]1CN([C@H](C)CO)C(=O)c2cc(NC(=O)CCCN(C)C)ccc2O[C@@H](C)CCCCO[C@H]1CN(C)Cc1ccc2c(c1)OCO2 | i
C[C@H](CO)N1C[C@H](C)[C@H](CN(C)C(=O)c2ccncc2)OCCCC[C@H](C)Oc2ccc(N(C)C)cc2C1=O | i
CNC[C@@H]1Oc2c(NS(=O)(=O)c3cn(C)cn3)cccc2C(=O)N([C@H](C)CO)C[C@@H]1C | i
C[C@@H]1CN([C@H](C)CO)C(=O)Cc2cc(NC(=O)CCC(F)(F)F)ccc2O[C@H]1CN(C)C(=O)Nc1ccccc1 | i
O=C1CC(O)[C@H]2[C@@H]3N1c1ccccc1[C@@]31CCN3C/C(=C/CO)[C@@H]2C[C@H]31 (some centres not stated) | i
CC(C)c1ccc(OCC(=O)Nc2ccccc2C#N)c(Br)c1 | i
COc1ccc(CN(C)C[C@H]2Oc3ccc(NS(=O)(=O)c4ccc(Cl)cc4)cc3CC(=O)N([C@@H](C)CO)C[C@@H]2C)cc1 | i
CS(=O)(=O)N(CC(=O)Nc1cccc(Br)c1)c1cccc(Cl)c1 | i
C[C@@H]1CN([C@H](C)CO)C(=O)c2cc(NS(=O)(=O)c3ccccc3)ccc2O[C@@H](C)CCCCO[C@H]1CN(C)Cc1ccccc1 | i
NC(=O)c1cc([N+](=O)[O-])ccc1NCc1cccnc1 | i
Cc1ccc(S(=O)(=O)N(C)C[C@H]2OCCCC[C@H](C)Oc3ccc(NC(=O)Nc4ccc(C(F)(F)F)cc4)cc3C(=O)N([C@@H](C)CO)C[C@@H]2C)cc1 | i
CNC[C@H]1Oc2ccc(NS(C)(=O)=O)cc2CC(=O)N([C@@H](C)CO)C[C@H]1C | i
C[C@@H]1CN([C@H](C)CO)C(=O)Cc2cc(NC(=O)Nc3ccc4c(c3)OCO4)ccc2O[C@@H]1CN(C)CC1CC1 | i
COc1ccc(CN(C)C[C@@H]2Oc3ccc(NC(=O)Cn4cnnn4)cc3CC(=O)N([C@@H](C)CO)C[C@H]2C)cc1 | i
C[C@@H]1CN([C@@H](C)CO)C(=O)Cc2cc(NC(=O)C3CCCCC3)ccc2O[C@H]1CN(C)C(=O)Nc1ccc(C(F)(F)F)cc1 | i
Cc1c(NC(=O)COc2ccccc2Cl)cccc1C(=O)O | i
C[C@H](CO)N1C[C@H](C)[C@@H](CN(C)C)Oc2c(NS(=O)(=O)c3ccccc3)cccc2C1=O | i
CC(C)NC(=O)N(C)C[C@H]1OCCCC[C@H](C)Oc2ccc(NS(=O)(=O)c3cn(C)cn3)cc2C(=O)N([C@@H](C)CO)C[C@H]1C | i
C[C@H]1CN([C@@H](C)CO)C(=O)Cc2cc(NC(=O)Cc3ccccc3)ccc2O[C@@H]1CN(C)C(=O)Nc1ccc2c(c1)OCO2 | i
C[C@H]1CN([C@@H](C)CO)C(=O)c2cc(NC(=O)NC3CCCCC3)ccc2O[C@@H]1CN(C)C | i
C[C@H]1CN([C@@H](C)CO)C(=O)c2cccc(NS(=O)(=O)c3ccc(Cl)cc3)c2O[C@@H]1CN(C)C | i
C[C@@H]1CN([C@@H](C)CO)C(=O)Cc2cc(NC(=O)Nc3cccc4ccccc34)ccc2O[C@H]1CN(C)C(=O)Nc1cccc2ccccc12 | i
CC(C)OC(=O)CSc1nc2c(c(-c3ccccc3)c1C#N)CCC2 | i
C[C@@H]1CN([C@@H](C)CO)C(=O)CCCn2cc(nn2)CO[C@@H]1CN(C)Cc1cccc2c1OCCCO2 | i

The last 4 compounds of the part above come first, to join the parts.
SMILES | NFkB SMM
C[C@H]1CN([C@@H](C)CO)C(=O)c2cccc(NS(=O)(=O)c3ccc(Cl)cc3)c2O[C@@H]1CN(C)C | i
C[C@@H]1CN([C@@H](C)CO)C(=O)Cc2cc(NC(=O)Nc3cccc4ccccc34)ccc2O[C@H]1CN(C)C(=O)Nc1cccc2ccccc12 | i
CC(C)OC(=O)CSc1nc2c(c(-c3ccccc3)c1C#N)CCC2 | i
C[C@@H]1CN([C@@H](C)CO)C(=O)CCCn2cc(nn2)CO[C@@H]1CN(C)Cc1cccc2c1OCCCO2 | i
CNC[C@H]1Oc2ccc(NS(=O)(=O)c3cn(C)cn3)cc2CC(=O)N([C@@H](C)CO)C[C@H]1C | i
Cc1noc(C)c1NC(=O)N(C)C[C@@H]1Oc2ccc(NC(=O)Cn3cnnn3)cc2C(=O)N([C@H](C)CO)C[C@@H]1C | i
NC(=O)C1=C[C@H](c2ccc3c(c2)OCO3)C[C@H](OCc2ccc(CO)cc2)O1 | i
COc1ccc(CN(C)C[C@H]2Oc3ccc(NC(=O)Nc4ccc(F)cc4)cc3C(=O)N([C@@H](C)CO)C[C@@H]2C)cc1 | i
O=C(Nc1ccccc1)C1=C[C@H](c2ccc(C(F)(F)F)cc2)C[C@H](OCc2ccc(CO)cc2)O1 | i
COc1ccc(C(=O)Nc2ccccc2C(=O)NC(C(=O)O)C(C)C)cc1 (configuration not stated) | i
COc1ccc(S(=O)(=O)N(C)C[C@@H]2Oc3ccc(NS(=O)(=O)c4cn(C)cn4)cc3CC(=O)N([C@H](C)CO)C[C@@H]2C)cc1 | i
C[C@@H]1CN([C@@H](C)CO)C(=O)Cc2cc(NC(=O)Cc3ccccc3)ccc2O[C@@H]1CN(C)C | i
C[C@@H]1CN([C@H](C)CO)C(=O)c2cccc(NS(C)(=O)=O)c2O[C@H]1CN(C)Cc1ccc2c(c1)OCO2 | i
CCC(C)C(=O)OCC1(c2ccc(C)cc2OC(=O)C(C)C)CO1 (configuration not stated) | i
COc1ccc(NC(=O)N(C)C[C@H]2OCCCC[C@H](C)Oc3ccc(NC(=O)NC(C)C)cc3C(=O)N([C@H](C)CO)C[C@@H]2C)cc1 | i
O=C(COc1ccccc1Cl)Nc1ccccc1C(=O)Nc1ccccc1 | i
C[C@H]1CN([C@@H](C)CO)C(=O)CCCn2cc(nn2)CO[C@@H]1CN(C)Cc1ccc(O)cc1 | i
COc1ccc(S(=O)(=O)Nc2cccc3c2O[C@@H](CN(C)Cc2ccc(C(=O)O)cc2)[C@H](C)CN([C@@H](C)CO)C3=O)cc1 | i
Cc1cc(Cl)ccc1NC(=O)COc1ccc(C(=O)Nc2cc(Cl)ccc2Cl)cc1 | i
COc1ccc(NC(=O)Nc2cccc3c2O[C@@H](CN(C)S(=O)(=O)c2cccs2)[C@@H](C)CN([C@H](C)CO)C3=O)cc1 | i
C[C@@H]1CCCCO[C@H](CN(C)C(=O)Nc2ccccc2)[C@@H](C)CN([C@H](C)CO)C(=O)c2cc(NC(=O)Cc3ccccc3)ccc2O1 | i
C[C@@H]1CCCCO[C@H](CN(C)C(=O)Nc2ccccc2)[C@H](C)CN([C@@H](C)CO)C(=O)c2cc(NC(=O)Nc3ccccc3)ccc2O1 | i
C[C@H]1CN([C@@H](C)CO)C(=O)c2cccc(NS(=O)(=O)c3ccc(Cl)cc3)c2O[C@H]1CN(C)C(=O)Nc1ccc(F)cc1 | i
C[C@H]1CCCCO[C@@H](CN(C)C(=O)C2CCCCC2)[C@@H](C)CN([C@@H](C)CO)C(=O)c2cc(N(C)C)ccc2O1 | i
C[C@@H]1CN([C@H](C)CO)C(=O)CCCn2nncc2CO[C@H]1CN(C)Cc1ccc2c(c1)OCO2 | i
C[C@@H]1CN([C@H](C)CO)C(=O)c2cc(NS(=O)(=O)c3cn(C)cn3)ccc2O[C@@H]1CN(C)C | i
C[C@H]1CN([C@@H](C)CO)C(=O)c2cc(NC(=O)CCCN(C)C)ccc2O[C@@H]1CN(C)S(=O)(=O)c1cccs1 | i
COc1ccc(NC(=O)Nc2cccc3c2O[C@@H](CN(C)S(=O)(=O)c2cn(C)cn2)[C@H](C)CN([C@@H](C)CO)C3=O)cc1 | i
Cc1noc(C)c1S(=O)(=O)N(C)C[C@H]1Oc2ccc(NC(=O)NC(C)C)cc2CC(=O)N([C@@H](C)CO)C[C@@H]1C | i

Cc1c(C(=O)O)sc2nc(SCC(=O)Nc3ccccc3C(F)(F)F)[nH]c(=O)c12
  NFkB SMM = i

C[C@@H]1CCCCO[C@@H](CN(C)Cc2ccc(C(=O)O)cc2)[C@H](C)CN([C@@H](C)CO)C(=O)c2cc(NC(=O)Nc3ccccc3)ccc2O1
  NFkB SMM = i

C[C@@H]1CN([C@@H](C)CO)C(=O)CCCn2cc(nn2)CO[C@H]1CN(C)C(=O)Nc1ccc(C(C)(C)C)cc1
  NFkB SMM = i

COc1ccc(N(C(=O)c2ccncc2)S(=O)(=O)c2cccc([N+](=O)[O-])c2)cc1
  NFkB SMM = i

O=C(COc1ccccc1C(=O)O)Nc1ccccc1
  NFkB SMM = i

CCOc1ccc(NC(=O)C(C)Sc2nc3ccc(F)cc3[nH]2)cc1 (configuration not stated)
  NFkB SMM = i

C[C@H]1CN([C@@H](C)CO)C(=O)c2cccc(NS(=O)(=O)c3cn(C)cn3)c2O[C@H]1CN(C)C(=O)NC1CCCCC1
  NFkB SMM = i

C[C@H](CO)N1C[C@H](C)[C@H](CN(C)Cc2ccc(C(=O)O)cc2)Oc2ccc(NC(=O)NC3CCCCC3)cc2CC1=O
  NFkB SMM = i

C[C@@H]1CN([C@@H](C)CO)C(=O)c2cccc(NC(=O)C3CCOCC3)c2O[C@@H]1CN(C)Cc1ccc(C(F)(F)F)cc1
  NFkB SMM = i

C[C@@H]1CN([C@@H](C)CO)C(=O)c2cccc(NS(C)(=O)=O)c2O[C@@H]1CN(C)Cc1ccccc1
  NFkB SMM = i

O=C(COc1cc(O)c2c(=O)c3ccccc3oc2c1)c1cccc([N+](=O)[O-])c1
  NFkB SMM = i

C[C@@H]1CN([C@@H](C)CO)C(=O)c2cccc(NS(=O)(=O)c3cccs3)c2O[C@H]1CN(C)C(=O)NC1CCCCC1
  NFkB SMM = i

C[C@@H]1CN([C@H](C)CO)C(=O)c2cccc(NC(=O)C3CC3)c2O[C@@H]1CN(C)C
  NFkB SMM = i

C[C@H]1CCCCO[C@H](CN(C)Cc2ccc3c(c2)OCO3)[C@@H](C)CN([C@@H](C)CO)C(=O)c2cc(NS(=O)(=O)c3ccc(F)cc3)ccc2O1
  NFkB SMM = i

CC(C(=O)Nc1cccc(Cl)c1)N(c1ccc(Cl)cc1)S(C)(=O)=O (configuration not stated)
  NFkB SMM = i

C[C@@H]1CN([C@@H](C)CO)C(=O)c2cccc(NS(=O)(=O)c3ccc(Cl)cc3)c2O[C@H]1CN(C)Cc1ccncc1
  NFkB SMM = i

COc1ccc(S(=O)(=O)Nc2ccc3c(c2)C(=O)N([C@H](C)CO)C[C@H](C)[C@@H](CN(C)Cc2ccc4c(c2)OCO4)O3)cc1
  NFkB SMM = i

CC(C)NC(=O)N(C)C[C@H]1Oc2ccc(NC(=O)C3CCCCC3)cc2C(=O)N([C@H](C)CO)C[C@H]1C
  NFkB SMM = i

C[C@H]1CN([C@@H](C)CO)C(=O)c2cc(N(C)C)ccc2O[C@H]1CN(C)S(=O)(=O)c1cccs1
  NFkB SMM = i

C[C@@H]1CN([C@@H](C)CO)C(=O)c2cc(N(C)C)ccc2O[C@@H]1CN(C)S(=O)(=O)c1cn(C)cn1
  NFkB SMM = i

C[C@@H]1CCCCO[C@@H](CN(C)C)[C@H](C)CN([C@H](C)CO)C(=O)c2cc(NC(=O)CCC(F)(F)F)ccc2O1
  NFkB SMM = i

Cc1nc2cc(NS(=O)(=O)c3cccc4cccnc34)ccc2s1
  NFkB SMM = i

CCCCC[C@H](O)/C=C/[C@@H]1[C@@H](C/C=C\CCCC(=O)O)[C@H]2CO[C@@H]1C2
  NFkB SMM = i

CC(=O)O[C@H]1[C@H](Oc2cc(O)cc(O)c2C(=O)c2cc(O)cc(O)c2)O[C@H](CO)[C@@H](OC(=O)c2ccccc2)[C@@H]1O
  NFkB SMM = i

C[C@@H]1CN([C@@H](C)CO)C(=O)c2cccc(NC(=O)c3ccncc3)c2O[C@@H]1CN(C)S(=O)(=O)c1ccc(F)cc1
  NFkB SMM = i

C[C@@H]1CCCCO[C@H](CN(C)Cc2ccc(C(=O)O)cc2)[C@H](C)CN([C@@H](C)CO)C(=O)c2cc(NC(=O)C3CCCCC3)ccc2O1
  NFkB SMM = i

CNC[C@H]1OCCCC[C@@H](C)Oc2ccc(NS(=O)(=O)c3ccccc3)cc2C(=O)N([C@H](C)CO)C[C@@H]1C
  NFkB SMM = i

C=C(Oc1cccc(C(=O)O)c1)C(=O)O
  NFkB SMM = i

C[C@@H]1CN([C@@H](C)CO)C(=O)c2cc(NC(=O)Cn3cnnn3)ccc2O[C@H]1CN(C)C(=O)NC1CCCCC1
  NFkB SMM = i

C[C@H]1CN([C@@H](C)CO)C(=O)CCCn2cc(nn2)CO[C@@H]1CN(C)Cc1ccccc1
  NFkB SMM = i

By substructure: the entries above with a nitro group on carbon (3)
NC(=O)c1cc([N+](=O)[O-])ccc1NCc1cccnc1
  NFkB SMM = i

COc1ccc(N(C(=O)c2ccncc2)S(=O)(=O)c2cccc([N+](=O)[O-])c2)cc1
  NFkB SMM = i

O=C(COc1cc(O)c2c(=O)c3ccccc3oc2c1)c1cccc([N+](=O)[O-])c1
  NFkB SMM = i

(list continues)
C[C@@H]1CN([C@@H](C)CO)C(=O)Cc2cc(NS(=O)(=O)c3cccs3)ccc2O[C@@H]1CN(C)Cc1ccc(C(F)(F)F)cc1
  NFkB SMM = i

Cc1noc(C)c1S(=O)(=O)Nc1ccc2c(c1)CC(=O)N([C@@H](C)CO)C[C@@H](C)[C@@H](CN(C)C(=O)Nc1ccc(F)cc1)O2
  NFkB SMM = i

C[C@@H]1CN([C@@H](C)CO)C(=O)Cc2cc(NC(=O)CCN3CCOCC3)ccc2O[C@H]1CN(C)S(=O)(=O)c1cn(C)cn1
  NFkB SMM = i

C[C@H]1CN([C@@H](C)CO)C(=O)c2cc(NC(=O)Nc3ccc4c(c3)OCO4)ccc2O[C@H]1CN(C)Cc1ccc(C(=O)O)cc1
  NFkB SMM = i

C[C@@H]1CCCCO[C@H](CN(C)C)[C@H](C)CN([C@@H](C)CO)C(=O)c2cc(NC(=O)Nc3cccc4ccccc34)ccc2O1
  NFkB SMM = i

Not all compounds are listed, so the mix of outcomes need not match the whole.
